p53 reactivation = restores transcriptional activity of mutant p53; H1299 p53-A138V BP100-luciferase reporter, luminescence, 24 h; Potency, µM (titrated, usually from 92.2 µM), inactives show at the highest dose activity change, positive = activation, most hits filed as activators; hit rate 0.063% among 320,000; also: potency is read from the fitted curve at half-maximal effect; % of control where 0% means no effect; nearly all actives have a fitted effect of over 45% in size
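p53-null H1299 cells stably carrying temperature-sensitive p53-A138V and a BP100-luciferase reporter were pinned with compounds (4-point, 1:5 series) and held 24 hrs at 37 deg C. Luminescence was read 10 min after detection reagent.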
USP2a block = USP2a (human) protease inhibition; USP2 core, Ub-CHOP2 coupled fluorogenic reporter, 485/531; Potency, µM (series often up to 38.3 µM), for the others: top-dose activity change, negative = inhibition, hits mostly inhibitors; AID 463254; hit rate 0.01% among 330,000;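 also: potency is read from the fitted curve at half-maximal effect; plate controls were DMSO wells for no effect and full inhibition by NEM control for full effect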
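Deubiquitinase activity read as fluorescence (485/531 nm) after Ub-CHOP2 cleavage activates the enterokinase reporter on its substrate; USP2 core 10nM, Ub-CHOP2 and substrate 25nM each, 30min compound preincubation then 60min RT; data normalized to NEM, curves fitted.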
uPA generation = blocks generation of uPA at the cell surface; Potency, µM (highest dose often 38.3 µM), for inactives: at the top dose activity change, negative = inhibition, most hits filed as inhibitors; hit rate 0.31% among 330,000; AID 540303; cell surface uPA generation assay, qHTS; active = well fitted inhibition curve with a large enough effect; inconclusive = small, poorly fitted or top-dose-only effect; inactive = no such curve, though single readings can be large or run the other way; tested in mouse RAW 264.7 cells; also: potency is read from the fitted curve at half-maximal effect; % is scaled to controls: 0 for no effect and ±100 for the full control effect; nearly all actives have a fitted effect of over 55% in size
Eya2 phos inh = Eya2 (human) phosphatase inhibition | recombinant Eya2, OMFP fluorescence dephosphorylation (OMFP is methylfluorescein phosphate) | Potency, µM (top dose mostly 76.9 µM), for inactives: at the top dose activity, negative = inhibition, actives largely listed as inhibitors | hit rate 0.006% among 330,000 | AID 488837; also: potency is read from the fitted curve at half-maximal effect; % is scaled to controls: 0 for no effect and ±100 for the full control effect
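Eya2 protein (added as 0.2 uM solution) was preincubated with compound for 10 min at ambient temperature in 50 mM HEPES pH 7.5, 50 mM NaCl, 5 uM MgCl2, 0.05% BSA, 1 mM DTT. OMFP (added at 50 uM) then reacted 10 min; fluorescence read at 485/525 nm.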
BRCA1 expr up = activators of BRCA1 expression; AID 624202; MCF7-BRCA1-FFLuc reporter, luminescence, 48 h; response scale: scaled: vehicle 0%, 10 µM genistein 100%; hit rate 1.1% among 380,000; Potency, µM (series often up to 46.1 µM), for the others: at the top dose activation, hits mostly activators; also: potency is read from the fitted curve at half-maximal effect; nearly all actives have a fitted effect of over 80% in size; some results filed as inactive show a strong effect at the top dose
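First, MCF7-BRCA1-FFLuc cells (2000/well) attach for 2 h; next, compounds are pin-added and incubated 48 h at 37 °C; finally, luciferase reagent is added and luminescence read after 15 min.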
TRPV1 agonist = activates the human vanilloid receptor TRPV1; Q8NER1; TRPV1-expressing cells, Fluo-8 calcium influx, agonist mode; activation, % at 8.33 µM; hit rate 0.19% among 320,000; in the data active = activation above about 80%; inconclusive = between about 30% and that limit; also: 0% is about no effect
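Fluo-8 calcium influx in TRPV1-expressing cells, kinetic read (ex 480/em 520 nm). Compound added and read 3 min for agonist activity, followed by capsaicin at EC20 final and 2 min further read for enhancement.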
ASM inhibitor = inhibitors of human secretory acid sphingomyelinase; placental ASM, HMU-PC fluorogenic substrate, 60 min; Potency, µM (top dose mostly 57.5 µM), without a hit: at the top dose activity change, negative = inhibition, hits mostly inhibitors; hit rate 0.006% among 340,000; also: potency is read from the fitted curve at half-maximal effect
Target sequence (P17405 47-631 limits assumed): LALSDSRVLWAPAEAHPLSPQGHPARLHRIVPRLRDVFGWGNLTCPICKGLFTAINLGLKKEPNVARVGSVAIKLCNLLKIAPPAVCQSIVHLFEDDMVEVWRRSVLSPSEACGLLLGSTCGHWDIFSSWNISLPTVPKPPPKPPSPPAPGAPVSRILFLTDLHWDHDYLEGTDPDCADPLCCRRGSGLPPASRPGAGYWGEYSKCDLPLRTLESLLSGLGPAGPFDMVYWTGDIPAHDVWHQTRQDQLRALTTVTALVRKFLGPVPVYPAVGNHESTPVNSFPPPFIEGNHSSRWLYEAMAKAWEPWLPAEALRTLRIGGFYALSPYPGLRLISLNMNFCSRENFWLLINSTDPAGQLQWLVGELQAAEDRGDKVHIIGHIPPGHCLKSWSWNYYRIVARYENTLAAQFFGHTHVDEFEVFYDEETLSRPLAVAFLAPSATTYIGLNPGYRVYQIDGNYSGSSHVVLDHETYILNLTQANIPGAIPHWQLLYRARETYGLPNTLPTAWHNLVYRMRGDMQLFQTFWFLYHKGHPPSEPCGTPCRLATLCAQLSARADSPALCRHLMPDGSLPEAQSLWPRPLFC
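qHTS format. ASM enzyme prepared from human placenta hydrolyses the fluorogenic substrate HMU-PC0 (9 uM final) over 60 min at 37 °C after a 10 min compound preincubation.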
TSG101-PTAP inh = blocks PTAP/TSG101 interaction to inhibit HIV-1 budding | AID 493005 | Q99816 | Potency, µM (series often up to 115 µM), inactives show at the top dose activity change, negative = inhibition, most hits filed as inhibitors | Fluorescence polarization, FITC-PTAP peptide / Tsg101 binding | 340,000 tested, under 10 active; active = well fitted inhibition curve with a large enough effect in the main read-out, with a control signal flat, not every such curve was filed as active; inconclusive = small, poorly fitted or top-dose-only effect, or effect the other way, or a change in a side signal; inactive = no such curve, though single readings can be large or run the other way; also: potency is read from the fitted curve at half-maximal effect; % of control where 0% means no effect
Target sequence (Q99816 whole entry, looked up): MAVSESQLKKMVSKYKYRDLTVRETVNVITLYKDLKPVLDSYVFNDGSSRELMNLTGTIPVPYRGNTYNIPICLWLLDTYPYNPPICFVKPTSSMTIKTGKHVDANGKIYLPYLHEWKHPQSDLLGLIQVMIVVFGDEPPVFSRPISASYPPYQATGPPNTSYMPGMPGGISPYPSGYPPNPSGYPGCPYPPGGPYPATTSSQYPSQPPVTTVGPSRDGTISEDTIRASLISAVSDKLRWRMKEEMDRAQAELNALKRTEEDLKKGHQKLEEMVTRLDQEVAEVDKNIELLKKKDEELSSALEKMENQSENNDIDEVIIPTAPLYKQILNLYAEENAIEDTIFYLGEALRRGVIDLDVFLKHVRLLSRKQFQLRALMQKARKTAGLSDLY
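Compounds were pin-transferred onto Tsg101 binding domain (10 uM final) in HEPES pH 7.5 buffer, then FITC-PTAP peptide was added at 50 nM final. After 20 min at RT, polarization reported peptide displacement across a qHTS concentration series.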
a7 integrin act = activators of alpha7 integrin expression for muscular dystrophy; alpha7betagal myoblasts, beta-gal FDG fluorescence, 48 h; Potency, µM (doses to about 38.3 µM), without a hit: at the highest dose activation, actives largely listed as activators; hit rate 0.064% among 350,000; AID 624291;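 also: potency is read from the fitted curve at half-maximal effect; 100% = response of the positive control SU9516; nearly all actives have a fitted effect of over 60% in size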
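alpha7betagal+/- myoblasts (passage 13, 250/well) treated 48 h at 37C with compounds at 1:260 dilution of DMSO stock. Lysed, then beta-galactosidase activity read as FDG fluorescence (ex 480/em 540) after 30 min, with pre-read for autofluorescence.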
ELG1 genotox = induces genotoxicity in HEK293T cells with luciferase-tagged ELG1. AID 504466. hit rate 1.3% among 330,000. Potency, µM (doses to about 46 µM), for inactives: top-dose activity change, positive = activation, usual class: activators. HEK293T ELG1-luciferase reporter, luminescence, 16 h; also: potency is read from the fitted curve at half-maximal effect; % of control where 0% means no effect; nearly all actives have a fitted effect of over 60% in size
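16 hr compound incubation (37 °C, 5% CO2) of HEK293T cells carrying luciferase-tagged ELG1; luciferase then measured by ONE-Glo luminescence after 30 min at RT.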
B2AR arrestin = recruits beta-arrestin to the human beta2-adrenergic receptor | P07550 | beta-arrestin recruitment to beta2AR, cell-based reporter | Potency, µM (titrated, usually from 46.1 µM), for the others: at the highest dose activation, usual class: activators | hit rate 0.02% among 330,000 | AID 492947;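 also: potency is read from the fitted curve at half-maximal effect; 0% = DMSO controls and full agonism = EC100 isoproterenol or metaproterenol; nearly all actives have a fitted effect of over 65% in size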
Starred values were filed as active, the others as inactive; [ ] = remark or other dose. Unless noted, calls follow the shape of the dose curve; as a rule, active = well fitted curve in the direction sought with a large enough effect; inconclusive = small, poorly fitted or top-dose-only effect, or another doubt; inactive = no such curve, though single readings can be large; an effect the other way counts as inactive or inconclusive. This is a random part of the collection (roughly 2.6% active in at least one column).

COc1cc(/C=N/n2c(C)nnc2C)cc(OC)c1OC was read as p53 reactivation -4%, USP2a block 2%, uPA generation 10%, Eya2 phos inh 4%, BRCA1 expr up 0%, TRPV1 agonist -4, ASM inhibitor 1%, TSG101-PTAP inh -6%, a7 integrin act 12%, ELG1 genotox 1% and B2AR arrestin -0.4%.
For O=C(Nc1ccc(Br)cc1)c1cnc[nH]1 the results were p53 reactivation 11%, USP2a block -5%, uPA generation -17%, Eya2 phos inh 8%, BRCA1 expr up 13µM*, TRPV1 agonist inconclusive, ASM inhibitor 4%, TSG101-PTAP inh -6%, a7 integrin act inconclusive, ELG1 genotox inconclusive and B2AR arrestin -0.2%.
O=C(CCCN1C(=O)/C(=C/c2ccco2)SC1=S)Nc1cccc(C(=O)O)c1 was read as p53 reactivation 0%, USP2a block -6%, uPA generation 1%, Eya2 phos inh 5%, BRCA1 expr up 37%, TRPV1 agonist 3, ASM inhibitor -1%, TSG101-PTAP inh 2%, a7 integrin act 11%, ELG1 genotox -2% and B2AR arrestin -0.1%.
For Cc1c(OCc2nn[nH]n2)ccc2c(-c3ccccc3)cc(=O)oc12 the results were p53 reactivation -2%, USP2a block -4%, uPA generation -1%, Eya2 phos inh 1%, BRCA1 expr up -13%, TRPV1 agonist -1, ASM inhibitor 21%, TSG101-PTAP inh -12%, a7 integrin act 0%, ELG1 genotox 1% and B2AR arrestin 0.4%.
Screening Cc1nc(CC(=O)N2CCN(S(=O)(=O)c3ccccc3C#N)CC2)cs1 returned p53 reactivation -4%, USP2a block 1%, uPA generation 0%, Eya2 phos inh 3%[15.4 µM], BRCA1 expr up -6%, TRPV1 agonist -2, ASM inhibitor 3%, TSG101-PTAP inh -3%, a7 integrin act 19%, ELG1 genotox 1% and B2AR arrestin -0.5%.
Screening COCCNC(=O)CN(C(=O)CCC(=O)Nc1ccccn1)c1ccccc1F returned p53 reactivation 0%, USP2a block 0%, uPA generation -3%, Eya2 phos inh 3%, BRCA1 expr up 0%, TRPV1 agonist -2, ASM inhibitor 7%, TSG101-PTAP inh -7%, a7 integrin act 8%, ELG1 genotox 6% and B2AR arrestin -0.6%.
Screening COc1ccc2cc(C(=O)C3CCCN(C(=O)c4csnn4)C3)ccc2c1 (stereo not drawn) returned p53 reactivation -4%, USP2a block 0%, uPA generation 2%, Eya2 phos inh 1%, BRCA1 expr up -9%, TRPV1 agonist inconclusive, ASM inhibitor 4%, TSG101-PTAP inh -10%, a7 integrin act 19%, ELG1 genotox -3% and B2AR arrestin 0.4%.
`CC(=O)Nc1ccc(C(=O)CN2CCN(c3ccccc3)CC2)cc1` gave p53 reactivation -5%, USP2a block -3%, uPA generation -7%, Eya2 phos inh -6%, BRCA1 expr up 0%, TRPV1 agonist -4, ASM inhibitor 0%, TSG101-PTAP inh 0%, a7 integrin act -27%, ELG1 genotox -3% and B2AR arrestin 0.0%.
CCC1C(O)=C(c2ccccn2)C(=N)N1c1ccccc1 (stereo not drawn) was read as p53 reactivation 7%, USP2a block 0%, uPA generation -16%, Eya2 phos inh -3%, BRCA1 expr up -29%, TRPV1 agonist -3, ASM inhibitor 15%, TSG101-PTAP inh -3%, a7 integrin act 0%, ELG1 genotox 1% and B2AR arrestin 0.1%.
For O=C(Nc1cccc(S(=O)(=O)N2CCCCC2)c1)C1=NN(c2ccccc2)C(=O)CC1 the results were p53 reactivation -2%, USP2a block -1%, uPA generation -9%, Eya2 phos inh 8%, BRCA1 expr up -40%, TRPV1 agonist -1, ASM inhibitor 2%, TSG101-PTAP inh -3%, a7 integrin act -7%, ELG1 genotox -2% and B2AR arrestin -0.2%.
For O=[N+]([O-])c1cccc(NC(=S)NCCc2ccccc2)c1 the results were p53 reactivation inconclusive, USP2a block -5%, uPA generation -6%, Eya2 phos inh -11%, BRCA1 expr up -3%, TRPV1 agonist 1, ASM inhibitor -2%, TSG101-PTAP inh 0%, a7 integrin act -26%, ELG1 genotox -1% and B2AR arrestin -0.2%.
For O=C(NCc1ccc(F)cc1)c1cc2c(s1)CS(=O)(=O)C2 the results were p53 reactivation -3%, USP2a block 0%, uPA generation inconclusive, Eya2 phos inh -9%, BRCA1 expr up 1%, TRPV1 agonist inconclusive, ASM inhibitor -3%, TSG101-PTAP inh -1%, a7 integrin act 0%, ELG1 genotox 2% and B2AR arrestin -0.2%.
COc1cc(C(=S)N2CCC(Cc3ccccc3)CC2)ccc1OCC(N)=O was read as p53 reactivation -2%, USP2a block 4%, uPA generation 4%, Eya2 phos inh -11%, BRCA1 expr up -17%, TRPV1 agonist 2, ASM inhibitor -20%, TSG101-PTAP inh -5%, a7 integrin act -29%, ELG1 genotox 0% and B2AR arrestin 0.3%.
Cc1ccc(C)c(N(CC(=O)N/N=C/c2ccc(-c3ccc([N+](=O)[O-])cc3)o2)S(=O)(=O)c2ccccc2)c1 was read as p53 reactivation 5%, USP2a block 0%, uPA generation 6%, Eya2 phos inh 7%, BRCA1 expr up -3%, TRPV1 agonist 1, ASM inhibitor 3%, TSG101-PTAP inh 2%, a7 integrin act -28%, ELG1 genotox 0% and B2AR arrestin -0.4%.
Cn1c(CNc2ccc(O)cc2)nc2ccccc21 was read as p53 reactivation 25%, USP2a block 0%, uPA generation inconclusive, Eya2 phos inh 5%, BRCA1 expr up inconclusive, TRPV1 agonist -1, ASM inhibitor -1%, TSG101-PTAP inh -7%, a7 integrin act -6%, ELG1 genotox inconclusive and B2AR arrestin -0.8%.
Screening CC1CCCCC1NC(=O)c1cc2c(s1)CS(=O)(=O)C2 (stereo not drawn) returned p53 reactivation 3%, USP2a block 3%, uPA generation 4%, Eya2 phos inh 10%, BRCA1 expr up -2%, TRPV1 agonist 9, ASM inhibitor 3%, TSG101-PTAP inh -8%, a7 integrin act 9%, ELG1 genotox -3% and B2AR arrestin 0.0%.
Cc1ccc(Oc2ncccc2NC(=O)CCCC(=O)O)c2c1CCC2 was read as p53 reactivation 2%, USP2a block 1%, uPA generation 1%, Eya2 phos inh 10%, BRCA1 expr up -9%, TRPV1 agonist 1, ASM inhibitor 2%, TSG101-PTAP inh -3%, a7 integrin act 5%, ELG1 genotox 2% and B2AR arrestin 0.8%.
For Cc1ccc(-c2csc(N3CCC(C(N)=O)(N4CCCCC4)CC3)n2)cc1 the results were p53 reactivation -3%, USP2a block 4%, uPA generation -4%, Eya2 phos inh 6%, BRCA1 expr up -6%, TRPV1 agonist 1, ASM inhibitor -1%, TSG101-PTAP inh -5%, a7 integrin act 1%, ELG1 genotox -12% and B2AR arrestin -0.1%.
N#Cc1cnn2c(N)c(-c3ccc(Cl)cc3)cnc12 was read as p53 reactivation 2%, USP2a block 5%, uPA generation 1%, Eya2 phos inh 7%, BRCA1 expr up 39%, TRPV1 agonist 0, ASM inhibitor 3%, TSG101-PTAP inh 0%, a7 integrin act -2%, ELG1 genotox 4% and B2AR arrestin 0.0%.
For COc1ccccc1NC(=O)C1(c2ccccc2)CCCC1 the results were p53 reactivation 21%, USP2a block -9%, uPA generation 0%, Eya2 phos inh -11%, BRCA1 expr up -26%, TRPV1 agonist 20, ASM inhibitor -1%, TSG101-PTAP inh -2%, a7 integrin act -10%, ELG1 genotox -5% and B2AR arrestin -0.1%.
For COc1ccc(N2C(=O)CC(N3CCN(c4ccccc4)CC3)C2=O)cc1 (stereo not drawn) the results were p53 reactivation inconclusive, USP2a block 3%, uPA generation inconclusive, Eya2 phos inh -3%, BRCA1 expr up 2%, TRPV1 agonist 2, ASM inhibitor 0%, TSG101-PTAP inh -3%, a7 integrin act -27%, ELG1 genotox 0% and B2AR arrestin -0.5%.
Cc1ccc(-c2nnc(SCC(=O)Nc3ccc(N4CCOCC4)cc3)o2)cc1 was read as p53 reactivation 2%, USP2a block -5%, uPA generation 0%, Eya2 phos inh -5%, BRCA1 expr up -14%, TRPV1 agonist 0, ASM inhibitor 1%, TSG101-PTAP inh -1%, a7 integrin act -26%, ELG1 genotox 2% and B2AR arrestin 7.3%.
Screening Cc1ccc(-c2nc(-c3cccnc3)no2)cc1 returned uPA generation -6%, BRCA1 expr up inconclusive, TRPV1 agonist -2, ASM inhibitor 0%, TSG101-PTAP inh 0% and a7 integrin act 2%.
For CCN1CCCC1CNC(=O)C(=O)NCc1ccccc1 (stereo not drawn) the results were p53 reactivation 5%, USP2a block -8%, uPA generation -1%, Eya2 phos inh 16%, BRCA1 expr up -3%, TRPV1 agonist 3, ASM inhibitor 5%, TSG101-PTAP inh -5%, a7 integrin act -22%, ELG1 genotox 0% and B2AR arrestin -0.2%.
